HGIII-sPLA2 inh: Blocks human group III sPLA2 activity. Q9NZ20. QFRET BODIPY PC-A2 liposome hydrolysis, fluorescence. inhibition, % at 12.2 µM. actives 0.56% (n = 370,000). AID 743126;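 active means inhibition above mean plus 3 SD of compounds lying within the high and low control bounds, cut at about 19% in these data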;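 further: 0% = median of test compound wells and 100% = no enzyme DMSO wells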
PLCb3 inh: PLC-beta3 (human) inhibition, primary screen; Purified PLC-beta3, fluorogenic substrate, fluorescence; inhibition, % at 12.2 µM; actives 0.18% (n = 370,000); in the data active means inhibition above about 11%;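 further: 0% = median of compound wells on plate and 100% = full blocker control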
ADAM10 inh: inhibits human ADAM10 | inhibition, % at 7 µM | actives 0.62% (n = 370,000) | O14672 | recombinant ADAM10, EDANS/DABCYL FRET peptide cleavage, 3 h | AID 720582;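 active means inhibition above a per-campaign cutoff equal to the mean of compounds falling between control-based bounds plus 3 SD, cut at about 20% in these data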;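 further: 0% = DMSO wells while the 100% control is not disclosed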
hgDAF12 agonist: agonists of H. glycines DAF-12 nuclear receptor; AID 687014; actives 1.8% (n = 370,000); activation, % at 6.8 µM; HEK293 GAL4-hgDAF12 UAS-luciferase reporter, agonist luminescence; normalized to butyrate control;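 active means activation above a cutoff set at the mean of all screened compounds plus 3 SD, cut at about 10% in these data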;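 further: 0% = DMSO wells and 100% = sodium butyrate wells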
PLC-gamma1 inh: blocks human PLC-gamma1 enzyme activity | P19174 | purified PLC-gamma1, fluorogenic substrate, fluorescence | inhibition, % at 12.2 µM | actives 0.84% (n = 370,000) | AID 720700; in the data active means inhibition above about 9.5%
hcDAF-12 act: H. contortus DAF-12 activation, primary screen; HEK293 hcDAF-12 lit1-tk-luc reporter, luminescence; 0% DMSO, 100% Δ7-dafachronic acid; activation, % at 6.8 µM; actives 1.4% (n = 370,000);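 active means activation above the mean of all tested compounds plus 3 SD, cut at about 5.5% in these data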;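 further: 100% = response to 3 µM Δ7-dafachronic acid high control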
DAX1 inh-1: inhibitors of human orphan nuclear receptor DAX1 (NR0B1). P51843. HEK293 Gal4-DAX1 luciferase reporter, luminescence. inhibition, % at 6.75 µM. actives 0.99% (n = 340,000). AID 504766;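 active means inhibition above the mean over all tested compounds plus 3 SD, cut at about 4.2% in these data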;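 further: 0% = DAX1-transfected cells with DMSO and 100% = empty-vector control cells with DMSO; inhibition shows as a rise in luminescence from relieved DAX1 repression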
Target sequence (P51843 207-470 limits assumed): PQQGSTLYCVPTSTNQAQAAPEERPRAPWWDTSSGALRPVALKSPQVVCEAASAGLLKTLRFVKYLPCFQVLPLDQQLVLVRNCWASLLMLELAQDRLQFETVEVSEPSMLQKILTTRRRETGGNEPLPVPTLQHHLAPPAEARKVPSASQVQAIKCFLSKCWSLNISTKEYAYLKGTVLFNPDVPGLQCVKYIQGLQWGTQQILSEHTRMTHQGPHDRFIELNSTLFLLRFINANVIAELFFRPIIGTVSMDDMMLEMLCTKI
FXN GAA850 act: frataxin GAA850 promoter activation. actives 0.56% (n = 360,000). activation, % at 6 µM. HEK293 lucGAA850 FXN promoter luciferase reporter, 24 h; percent of 10 µM SAHA response;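 active means activation above the average of all compounds screened plus 3 SD, cutoff fixed separately per campaign, cut at about 7.5% in these data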;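 further: 0% = DMSO wells and 100% = 10 µM SAHA wells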
DAX1 inh-2: DAX1 (NR0B1) inhibition, primary screen. AID 652010. HEK293T StAR-luciferase reporter, SF-1/DAX-1 repression relief. inhibition, % at 6.8 µM. actives 1.1% (n = 370,000);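 active means inhibition above the mean over all tested compounds plus 3 SD, cut at about 3.6% in these data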;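 further: 0% = DAX-1 cells with DMSO and 100% = cells lacking DAX-1 with DMSO; higher inhibition means more luminescence from relief of DAX-1 repression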
ssDAF-12 act: activates DAF-12 receptor from parasite S. stercoralis | HEK293 ssDAF-12/GRIP1 lit1-tk-luc reporter, luminescence; % of 3 µM dafachronic acid response | activation, % at 6.8 µM | actives 1% (n = 370,000);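 active means activation above the mean over all tested compounds plus 3 SD, cut at about 0.9% in these data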;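 further: 0% = DMSO-only wells and 100% = 3 µM delta7-dafachronic acid wells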
ADAM17 inh: inhibits human ADAM17; actives 0.83% (n = 370,000); AID 720648; P78536; recombinant ADAM17, EDANS/DABCYL FRET peptide cleavage; inhibition, % at 6.95 µM;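 active means inhibition above the mean of compounds lying between control limits plus 3 SD, set per campaign, cut at about 8.5% in these data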;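 further: 0% = DMSO-only wells as the low control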
Target sequence (P78536 215-824 limits assumed): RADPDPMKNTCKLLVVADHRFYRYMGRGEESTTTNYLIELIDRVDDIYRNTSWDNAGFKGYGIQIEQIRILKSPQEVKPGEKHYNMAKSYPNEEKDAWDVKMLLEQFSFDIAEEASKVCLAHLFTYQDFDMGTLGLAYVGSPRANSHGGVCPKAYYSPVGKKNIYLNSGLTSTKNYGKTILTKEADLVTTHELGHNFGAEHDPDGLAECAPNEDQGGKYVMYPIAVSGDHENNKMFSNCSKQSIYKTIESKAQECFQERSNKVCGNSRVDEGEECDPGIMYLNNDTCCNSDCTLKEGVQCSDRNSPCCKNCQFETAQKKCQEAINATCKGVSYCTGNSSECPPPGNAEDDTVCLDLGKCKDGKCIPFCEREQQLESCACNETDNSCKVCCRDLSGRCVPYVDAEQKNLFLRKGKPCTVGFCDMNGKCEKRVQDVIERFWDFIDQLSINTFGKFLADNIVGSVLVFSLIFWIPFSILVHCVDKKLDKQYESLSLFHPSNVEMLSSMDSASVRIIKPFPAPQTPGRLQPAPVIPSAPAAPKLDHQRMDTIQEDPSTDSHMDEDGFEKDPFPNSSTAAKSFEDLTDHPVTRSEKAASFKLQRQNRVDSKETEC
* = called active by the depositor.

SMILES | HGIII-sPLA2 inh | PLCb3 inh | ADAM10 inh | hgDAF12 agonist | PLC-gamma1 inh | hcDAF-12 act | DAX1 inh-1 | FXN GAA850 act | DAX1 inh-2 | ssDAF-12 act | ADAM17 inh
COc1ccccc1N1CCN(C(=O)CNC(=O)c2cn(-c3ccccc3OC)c(=O)c3ccccc23)CC1 | -6.6 | -7.2 | -9.3 | 1.9 | -0.6 | -0.8 | 0.4 | -0.4 | 0.2 | -1.3 | -6.5
Cc1nc(N2CCN(C)CC2)c2c3c(sc2n1)CCCC3 | -7.8 | -5.2 | 1.6 | 2.4 | 2.6 | 0.5 | 0.4 | 0.3 | 0.4 | -1.7 | -2.4
COC(=O)CN1C(=S)N(c2ccc(F)cc2)C(=O)C1CC(=O)Nc1ccc(OC)cc1 (stereo unspecified) | -27.7 | -7.6 | -2.2 | 0.4 | 1.8 | -1.5 | -2.0 | 0.1 | 0.0 | -0.9 | -0.3
CCN1C(=O)C(CC(=O)Nc2ccc(OC)cc2)N(CCCN2CCN(c3ccc(F)cc3)CC2)C1=S (stereo unspecified) | -37.9 | -4.4 | 4.2 | -1.4 | -0.2 | -1.1 | -1.1 | -3.2 | -0.6 | -1.8 | -2.3
CC1=C(C(=O)Nc2ccc(C(=O)NCCC(C)C)cc2)SCCO1 | 3.7 | -1.1 | 1.6 | 1.7 | 2.8 | 1.1 | 0.1 | -1.2 | 0.1 | -1.5 | 3.4
Cc1ccccc1-c1nc(S(=O)(=O)c2ccc(Br)cc2)c(NCc2cccnc2)o1 | -27.5 | -53.4 | 19.3 | -1.8 | -31.6 | -1.3 | -0.6 | -0.8 | -0.2 | -1.5 | 9.9*
COC(=O)CSc1nnc([C@H](CC(C)C)NC(=O)OC(C)(C)C)o1 | -9.3 | 7.4 | 2.9 | -0.9 | 6.5 | -0.8 | 0.3 | 3.4 | 0.1 | -1.3 | -0.9
COc1ccc(CCn2c(C)cc(C(=O)CSc3nnnn3-c3ccccc3)c2C)cc1OC | 0.8 | -0.3 | 1.1 | 0.9 | 4.2 | 2.5 | 0.4 | 0.4 | -0.5 | -1.3 | 2.9
O=C(COc1ccccc1[N+](=O)[O-])Nc1ccc2oc(=O)ccc2c1 | 7.6 | -5.1 | -5.9 | 0.3 | 0.2 | -1.3 | -0.1 | 0.8 | 0.0 | -1.0 | -0.2
CCOC(=O)c1c(CN2CCOCC2)n(-c2ccccc2)c2cc(Br)c(O)cc12 | -51.0 | -34.1 | 1.7 | -4.4 | -23.1 | -2.3 | -0.9 | 2.9 | -0.8 | -1.8 | 4.1
CCN(CC)C(=O)Cn1cc(C(=O)C(=O)NCCc2c[nH]c3ccccc23)c2ccccc21 | -82.6 | -8.0 | 9.6 | 0.8 | 1.0 | -0.7 | -0.5 | -1.0 | -0.3 | -1.0 | -2.7
CCS(=O)(=O)N1CCN(S(=O)(=O)c2ccc(S(=O)(=O)NC3CC3)cc2)CC1 | 5.7 | -2.1 | 7.3 | 0.0 | 3.5 | -2.6 | 0.3 | -0.7 | 0.3 | -0.5 | 0.3
COCCNC(=O)C1CC(=O)N(C2CCCC2)C1 (stereo unspecified) | 3.4 | 5.3 | 2.2 | -0.2 | -0.8 | -1.1 | -0.7 | -0.3 | 0.2 | -1.0 | -2.8
Cc1cc(C)cc(CSc2nnc(C)c(=O)[nH]2)c1 | -1.6 | -1.8 | 1.5 | -1.1 | -0.8 | -1.4 | -1.3 | 0.7 | -0.8 | -1.5 | 1.3
O=C(/C=C/Nc1ccccc1C(=O)O)c1cccs1 | -0.3 | -4.9 | -17.4 | 2.6 | -5.0 | 8.4* | -0.2 | 4.7 | 1.1 | -0.6 | -5.3
COc1ccc(N/C(C)=C2/C(=O)C(=O)N(CCO)C2c2ccc(Br)cc2)cc1 (stereo unspecified) | 0.3 | -3.5 | -1.3 | 1.8 | -1.7 | -0.7 | -0.3 | -0.8 | 0.7 | -1.0 | -4.9
N/C(=N\OC(=O)c1ccc(Br)cc1)c1cccc([N+](=O)[O-])c1 | -2.0 | -6.6 | -1.1 | 3.6 | 1.0 | -0.2 | 1.9 | 1.8 | -0.1 | 0.0 | 1.6
CCOc1ccccc1-n1nnnc1SCC(=O)N(C)C1CCS(=O)(=O)C1 (stereo unspecified) | -0.4 | 2.5 | 3.3 | -3.4 | 3.0 | 1.7 | 2.5 | 1.6 | 1.0 | -0.6 | -0.1
CCC(O)C1CCN(Cc2cn(Cc3ccccc3)nc2-c2cc3ccccc3o2)CC1 (stereo unspecified) | -22.2 | -0.7 | -5.2 | 0.3 | 0.7 | -1.2 | 0.1 | -1.7 | -0.9 | -1.7 | -4.0
CCCc1[nH]n(-c2ccc([N+](=O)[O-])cc2)c(=O)c1C=NCCc1c[nH]c2ccccc12 | 1.8 | 1.6 | -1.6 | 5.3 | 5.4 | 0.7 | 0.6 | 1.8 | 0.2 | -0.9 | -1.0
CC1CCCC(C)N1C(=O)Cc1ccccc1 (stereo unspecified) | 5.4 | 0.6 | 1.4 | -0.7 | -0.3 | -1.9 | 0.1 | 1.6 | -0.2 | -1.8 | -2.9
Cc1cc(OCC(O)CN2CCN(CCO)CC2)ccc1C(C)C (stereo unspecified) | 2.2 | 1.4 | 5.6 | 2.1 | -1.5 | -1.5 | 0.6 | 0.5 | -0.2 | -1.2 | -5.0
COc1ccc(CNC(=O)CCS(=O)(=O)c2ccc3c(c2)NC(=O)C(C)S3)cc1 (stereo unspecified) | -0.8 | -11.7 | -11.0 | 1.5 | -4.5 | -1.6 | -1.8 | 0.1 | -0.6 | -1.4 | -4.7
COc1ccccc1C(=O)Nc1cc(Cl)ccc1O | -7.2 | -12.3 | -9.3 | 2.8 | -6.4 | 9.8* | -0.1 | 0.9 | 0.2 | 0.3 | -8.1
CC(CNC(=O)CCc1nnc2ccc(N3CCC4(CC3)OCCO4)nn12)c1ccccc1 (stereo unspecified) | 2.0 | -12.7 | 0.7 | 1.3 | -3.4 | -1.1 | 0.6 | 0.8 | 0.0 | -1.3 | -3.0
CC1(C)CC(C)(O)N(Cc2ccccc2)C(=S)N1 (stereo unspecified) | 16.1 | 3.0 | -3.0 | -4.3 | 0.1 | -1.3 | -0.2 | 0.7 | 0.2 | -1.3 | -7.2
O=[N+]([O-])c1ccccc1N(CC1CO1)S(=O)(=O)c1ccccc1 (stereo unspecified) | 1.5 | 4.0 | 1.8 | 0.4 | -2.5 | -0.4 | -0.2 | 2.7 | 0.0 | -1.3 | 1.6
CC1(C)CC(=O)C2=C(C1)Nc1ccccc1NC2c1ccc([N+](=O)[O-])cc1 (stereo unspecified) | 6.5 | -3.5 | -0.2 | 0.0 | 3.0 | -1.8 | -0.5 | 1.9 | -0.1 | -1.4 | 1.2
Cc1cc(NS(=O)(=O)c2ccc(NC(=O)c3cc4cc(Br)ccc4oc3=O)cc2)no1 | 2.7 | 1.8 | 1.4 | 0.4 | 0.2 | 0.0 | 0.4 | 2.0 | 0.2 | -0.9 | 3.2
CCCCN(C)CCCNC(=O)c1ccc(N2CCCC2=O)cc1 | 2.3 | -0.1 | 7.1 | -0.3 | -2.4 | 0.2 | 0.5 | 1.2 | 0.0 | -0.4 | -4.7
CC(C)CCOP(=O)(c1ccc(N(C)C)cc1)C(O)c1ccc(C(C)C)cc1 (stereo unspecified) | -1.3 | -5.1 | 11.1 | -0.7 | -1.7 | -2.1 | 3.4 | 1.9 | -0.9 | -1.2 | 0.2
Cc1ccc(NC(=O)COC(=O)Cn2ccc(C(F)(F)F)n2)cc1Cl | -6.1 | -3.1 | 0.4 | -0.9 | 1.2 | -1.2 | 0.8 | -0.5 | 2.6 | -0.9 | 1.9
O=C(/C=C/c1ccccc1)NC(NC(=S)Nc1cc(Cl)ccc1Cl)C(Cl)(Cl)Cl (stereo unspecified) | 3.3 | 0.6 | 0.8 | -1.8 | -0.1 | 2.1 | -0.7 | -2.0 | 0.2 | -0.9 | -1.8
CC(C)(C)N(Cc1ccccc1)C(=O)COC(=O)c1cccc([N+](=O)[O-])c1 | -1.0 | -5.1 | 3.4 | -2.1 | -0.3 | -1.5 | -0.6 | -0.6 | -0.1 | -1.4 | -1.5
COc1cc(C2C=C(Nc3ccccc3)C(=O)N2c2ccccc2)ccc1O (stereo unspecified) | -33.5 | -425.9 | 0.3 | 9.2 | -370.9 | 0.5 | 0.4 | 1.3 | 2.0 | -0.1 | -1.2
COc1ccccc1NC(=O)CSc1nc2nc(C)cc(C)c2c(=O)[nH]1 | -5.2 | -1.2 | -3.1 | -0.1 | -1.4 | -0.2 | -0.5 | 2.2 | -0.1 | -0.7 | -4.1
COC(=O)c1cc(OC)c(OC)cc1NC(=O)c1cccc(C)c1 | 12.4 | -1.8 | -3.7 | -0.1 | -5.2 | -2.1 | 0.4 | 3.7 | -0.6 | -1.7 | -5.0
COc1cccc(CNC(=O)CCC2CCCN(C(=O)c3ccoc3C)C2)c1 (stereo unspecified) | -1.5 | -6.2 | -4.2 | 3.0 | -1.1 | 0.6 | -1.3 | 0.7 | 0.0 | -2.4 | -0.9
CCN(Cc1cc(OC)c(OC)c(OC)c1)C(=S)Nc1cccc(SC)c1 | 7.2 | -3.1 | 3.3 | -0.6 | -2.0 | -2.5 | -1.8 | -0.3 | -0.7 | -1.6 | -1.3
CCC(=O)c1ccccc1OCCN1CCN(CC)CC1 | 1.7 | 2.5 | -3.2 | 0.5 | 0.7 | 0.1 | 0.2 | 0.1 | -0.1 | -0.7 | -2.8
COc1cccc(CNC(=O)COC(=O)C2CCN(c3ccc(C(F)(F)F)cn3)CC2)c1 | -5.1 | -9.1 | -12.2 | 0.1 | 0.1 | -0.1 | 1.3 | 0.6 | -0.5 | -1.1 | -4.4
CC(=O)NC(=S)Nc1ccc(NC(=O)c2cccnc2Cl)cc1 | 2.8 | -3.6 | -4.9 | 3.4 | 2.3 | -1.6 | 1.1 | 0.6 | 0.2 | -0.3 | 0.4
Cn1c(=O)c2c(ncn2Cc2nnc(N)s2)n(C)c1=O | -0.1 | 2.4 | 4.9 | 0.9 | 1.3 | -0.7 | 0.2 | 1.8 | 0.0 | -0.5 | -0.1
COc1cc(OC)cc(C(=O)N[C@H](C(=O)OCc2cc(=O)oc3cc(C)ccc23)C(C)C)c1 | 5.2 | 1.7 | -7.2 | 0.0 | -25.6 | 1.3 | 1.9 | 0.6 | 0.8 | -1.1 | 2.0
CC(C)CCn1c(O)c(N=NC(=O)c2ccco2)c2ccccc21 | -0.4 | 0.6 | 2.3 | -2.5 | 1.1 | -0.8 | 0.1 | 2.0 | 0.0 | -1.1 | 1.2
O=C(O)c1ccc(S(=O)(=O)NC2CCCCC2)cc1 | 2.7 | 1.5 | -1.1 | 2.0 | 1.4 | -0.1 | 1.0 | 0.8 | -0.3 | -0.8 | -3.6

Source: PubChem
